Screening results deposited in PubChem BioAssay by National Center for Advancing Translational Sciences (NCATS).
MLL CXXC-DNA inh – MLL CXXC-DNA interaction inhibition; Q03164; MLL-CXXC / FITC-HOXA9 DNA fluorescence polarization; Potency, µM (highest dose often 115 µM), for inactives: at the top dose activity change, negative = inhibition, most hits filed as inhibitors; 290,000 compounds, 0.037% hits; AID 2662; active = well fitted inhibition curve with a large enough effect in the polarisation, with a control signal flat, not every such curve was filed as active; inconclusive = small, poorly fitted or top-dose-only effect, or effect the other way, or a change in a side signal; inactive = no such curve, though single readings can be large or run the other way; the % refers to the polarisation; note: potency is the fitted concentration of half-maximal effect
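Steps: dispense CXXC domain solution (7 uM) → pin compounds or unlabeled HOX-A9 DNA control → 5 min ambient → add FLSN-HOX-A9 solution (50 nM) → spin → 30 min ambient → fluorescence polarization. Tris pH 7.5/NaCl/DTT/BSA buffer.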
KCNH2 3.1 block – inhibitors of human KCNH2 3.1 potassium channel isoform | activity change, % (tested at about 1.8 µM) | U2OS KCNH2 3.1, thallium flux FluxOr; active compounds read low | AID 720553 | 340,000 compounds, 0.95% hits;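 active = maximum activity change below -70%; inconclusive = maximum activity change from -70% to -50%; inactive = maximum activity change above -50%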;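 note: thallium influx rate constant from kinetic fluorescence after stimulation buffer; % is set by controls: 0 for no effect and ±100 for the full control effect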
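Channel expression came from 3.1 mutant virus (1.77 x 10^8 /mL) applied to suspended U2OS cells for 4 h. Flux was tracked with FluxOr dye plus Red40 quencher, and kinetic rate constants normalized to controls.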
Integrin act MD – integrin-mediated muscular dystrophy alleviation activation | alpha7betagal myoblasts, beta-gal FDG fluorescence, 48 h | Potency, µM (highest dose often 38.3 µM), for inactives: at the top dose activation, usual class: activators | 350,000 compounds, 0.064% hits | AID 624291;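 note: potency is the fitted concentration of half-maximal effect; 100% = response of the positive control SU9516; nearly all actives have a fitted effect of over 60% in size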
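alpha7betagal+/- myoblasts (passage 13, 250/well) treated 48 h at 37C with compounds at 1:260 dilution of DMSO stock. Lysed, then beta-galactosidase activity read as FDG fluorescence (ex 480/em 540) after 30 min, with pre-read for autofluorescence.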
AT treatment – potential ataxia-telangiectasia treatments restoring KAP-1 phosphorylation; […] A-T fibroblasts, KAP-1 phosphorylation AlphaLISA; neocarzinostatin DNA damage 30 min before lysis; Potency, µM (titrated, usually from 57.5 µM), for the others: at the top dose activation, most hits filed as activators; 320,000 compounds, 0.19% hits; note: potency is the fitted concentration of half-maximal effect; % of control where 0% means no effect; nearly all actives have a fitted effect of over 45% in size
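ATM-like activity read as KAP-1 phosphorylation via AlphaLISA donor/acceptor antibody pairs after lysis and 6 hr at 25C. Cells were ATM-null patient fibroblasts ([…], hTERT), dosed 60 min, then exposed to the DSB inducer NCS for 30 min.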
TRPV1 ag – agonists of human vanilloid receptor 1 (TRPV1); TRPV1-expressing cells, Fluo-8 calcium influx, agonist mode; Q8NER1; AID 540275; activation, % at 8.33 µM; 320,000 compounds, 0.19% hits; in the data active = activation above about 80%; inconclusive = between about 30% and that limit; note: 0% is about no effect
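TRPV1-expressing cells were cultured overnight at 35.5C and loaded with Fluo-8 calcium dye for 40 to 90 min at room temperature. After a 10 s baseline, compound was added and calcium influx was read kinetically for 3 min (ex 480/em 520 nm).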
S-ASM inh – inhibitors of human secretory acid sphingomyelinase. P17405. Potency, µM (doses to about 57.5 µM), inactives show at the top dose activity change, negative = inhibition, most hits filed as inhibitors. 340,000 compounds, 0.006% hits. placental ASM, HMU-PC fluorogenic substrate, 60 min; note: potency is the fitted concentration of half-maximal effect
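Steps: dispense placental human ASM, pin compound, wait 10 min at room temperature, add HMU-PC0 substrate at 9 uM final, incubate 60 min at 37 °C, add stop solution raising pH to 10, read fluorescence.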
Coupling enz – coupling enzyme interference in Giardia aldolase counter-screen; coupling enzyme system counterscreen, AmpLite Red fluorescence; activity change, negative = inhibition, % at 58.2 µM, hits read low; 290,000 compounds, 0.67% hits; in the data active = activity change below about -30%; note: % is set by controls: 0 for no effect and ±100 for the full control effect
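Counterscreen of the coupled detection system alone, without aldolase: glyceraldehyde-3-phosphate coupling enzymes plus AmpLite Red readout. Compounds at 57.5 uM final, 10 min RT preincubation, 20 min RT reaction, fluorescence 525/598 nm.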
MBNL1-CUG inh – blocks human MBNL1 binding to CUG repeat RNA; 280,000 compounds, 0.036% hits; Potency, µM (highest dose often 57.5 µM), for inactives: at the highest dose activity change, negative = inhibition, actives largely listed as inhibitors; AID 2675; Q9NR56; TR-FRET MBNL1-His/biotin-(CUG)12 binding, 665/545 ratio; active = well fitted inhibition curve with a large enough effect in the signal ratio, with a control signal flat, not every such curve was filed as active; inconclusive = small, poorly fitted or top-dose-only effect, or effect the other way, or a change in a side signal; inactive = no such curve, though single readings can be large or run the other way; the % refers to the signal ratio; note: potency is the fitted concentration of half-maximal effect; % is set by controls: 0 for no effect and ±100 for the full control effect
Target sequence (Q9NR56 whole entry, looked up): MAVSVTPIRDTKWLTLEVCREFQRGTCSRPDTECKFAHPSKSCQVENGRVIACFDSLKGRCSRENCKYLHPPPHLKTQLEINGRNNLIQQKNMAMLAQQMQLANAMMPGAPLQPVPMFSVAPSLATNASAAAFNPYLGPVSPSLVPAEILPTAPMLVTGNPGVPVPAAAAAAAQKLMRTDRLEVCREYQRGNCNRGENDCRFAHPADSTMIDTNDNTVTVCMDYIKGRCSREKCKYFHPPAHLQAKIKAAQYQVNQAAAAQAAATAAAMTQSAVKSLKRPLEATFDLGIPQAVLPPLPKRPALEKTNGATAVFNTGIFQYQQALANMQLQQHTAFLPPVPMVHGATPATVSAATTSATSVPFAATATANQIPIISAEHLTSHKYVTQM
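Compounds (final 92 nM to 58 uM) are added to His-tagged MBNL1 and biotin-(CUG)12, then terbium anti-His antibody and streptavidin-XL665 (5 nM final). After 60 min at room temperature, the 665/545 nm ratio is read.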
GALK inhibitor – blocks human galactokinase activity. P51570. Purified GALK, Kinase-Glo residual ATP luminescence. Potency, µM (titrated, usually from 57.5 µM), for inactives: at the highest dose activity change, negative = inhibition, actives largely listed as inhibitors. 270,000 compounds, 0.007% hits. AID 1868; note: potency is the fitted concentration of half-maximal effect; % is set by controls: 0 for no effect and ±100 for the full control effect
Target sequence (P51570 whole entry, looked up): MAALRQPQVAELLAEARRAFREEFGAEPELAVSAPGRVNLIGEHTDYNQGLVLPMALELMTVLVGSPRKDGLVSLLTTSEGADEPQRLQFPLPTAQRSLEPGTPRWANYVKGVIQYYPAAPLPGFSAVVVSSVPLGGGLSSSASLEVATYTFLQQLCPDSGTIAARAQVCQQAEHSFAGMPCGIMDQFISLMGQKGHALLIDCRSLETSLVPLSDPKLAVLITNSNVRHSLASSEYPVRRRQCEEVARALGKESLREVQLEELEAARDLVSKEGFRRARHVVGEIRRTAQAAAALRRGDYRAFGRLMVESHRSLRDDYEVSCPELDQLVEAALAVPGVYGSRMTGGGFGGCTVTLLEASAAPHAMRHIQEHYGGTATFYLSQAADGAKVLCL
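Compounds were pin-transferred into ATP buffer (35 uM final), then GALK plus galactose (5 nM, 100 uM final) was added. After 1 h at room temperature, Kinase-Glo Plus was added and luminescence read after 10 min.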
hERG WT inh – blocks the wildtype human KCNH2 potassium channel; 340,000 compounds, 0.37% hits; Q12809; activity change, % at 1.84 µM; U2OS, BacMam KCNH2, thallium flux FluxOr; active compounds read low; AID 720551;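 active = maximum activity change below -70%; inconclusive = maximum activity change between -70% and -50%; inactive = maximum activity change above -50%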; note: % is set by controls: 0 for no effect and ±100 for the full control effect
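U2OS cells were transduced with wild-type KCNH2 virus (2.03 x 10^8 / mL) for 4 h at room temperature, then cultured overnight at 37 C. Thallium flux was read with FluxOr dye. Rate constants were normalized to DMSO controls.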
Numbers without * were called inactive; ? = inconclusive; · = no result given; [ ] = another dose, or the depositor's remark. Unless noted, calls come from the whole dose curve; as a rule, active = well fitted curve in the direction sought with a large enough effect; inconclusive = small, poorly fitted or top-dose-only effect, or another doubt; inactive = no such curve, though single readings can be large; an effect the other way counts as inactive or inconclusive.

The opening 3 entries, to show the layout:
SMILES	MLL CXXC-DNA inh	KCNH2 3.1 block	Integrin act MD	AT treatment	TRPV1 ag	S-ASM inh	Coupling enz	MBNL1-CUG inh	GALK inhibitor	hERG WT inh
O=C(Cn1nnc(-c2ccccc2)n1)Nc1ccccc1N1CCOCC1	1%	4	-18%	-2%	0	-2%	0	-6%	2%	8
CC1=C(C#N)C(NC(=O)C2CCCCC2)(C(F)(F)F)C(=O)N1 (stereo not given)	2%	6	27%[7.66 µM]	-2%	1	2%	-1	2%	0%	14
COc1ccccc1NC(=O)c1cc2ccccc2o/c1=N\O	4%	-3	-27%	-8%	16	-5%	-1	15%	1%	-2

Main list, previewed entries included:
SMILES	MLL CXXC-DNA inh	KCNH2 3.1 block	Integrin act MD	AT treatment	TRPV1 ag	S-ASM inh	Coupling enz	MBNL1-CUG inh	GALK inhibitor	hERG WT inh
O=C(Cn1nnc(-c2ccccc2)n1)Nc1ccccc1N1CCOCC1	1%	4	-18%	-2%	0	-2%	0	-6%	2%	8
CC1=C(C#N)C(NC(=O)C2CCCCC2)(C(F)(F)F)C(=O)N1 (stereo not given)	2%	6	27%[7.66 µM]	-2%	1	2%	-1	2%	0%	14
COc1ccccc1NC(=O)c1cc2ccccc2o/c1=N\O	4%	-3	-27%	-8%	16	-5%	-1	15%	1%	-2
Cc1cc(C)c(C#N)c(SCCS(=O)(=O)c2ccc(C(C)(C)C)cc2)n1	2%	-30	-51%[inhibitor]	5%	?	-7%	-1	3%	0%	-25
CN(C)c1cc(C(F)(F)F)nc(-c2ccccn2)n1	10%	19	4%	4%	5	2%	0	-5%	0%	-6
CCOC(=O)CNC(=O)CN1C(=O)CCSc2ccccc21	6%	·	-8%[7.66 µM]	7%	0	5%	4	-1%	1%	11
Cc1cccc(Nc2n[nH]c(C)c2[N+](=O)[O-])c1	-14%	10	13%	·	-4	-3%	3	·	0%	2
COc1ccccc1C(=O)NCC(=O)N/N=C/c1ccc([N+](=O)[O-])cc1	4%	-5	-13%	0%	0	-9%	1	?	0%	-2
COc1ccc(C2(c3ccc(OC)cc3)NC(=O)N(CC(=O)Nc3ccc(OC)c(OC)c3)C2=O)cc1	2%	-5	-25%	1%	2	-10%	0	-3%	3%	0
COc1ccccc1NC(=O)CCC(=O)c1ccc(-c2ccccc2)cc1	33%[activator]	3	24%	0%	-4	-1%	-1	·	1%	2
CC1CC=C(c2ccccc2)C(=S)N1 (stereo not given)	-3%	16	23%	-4%	17	-4%	7	-7%	2%	6
O=C(c1cc(Cl)cc(Cl)c1)N1CCN(c2cc(C(F)(F)F)nc3ccccc23)CC1	4%	2	0%	2%	-5	-2%	-3	2%	4%	8
CC(=O)Nc1cccc(-n2c(=O)n(Cc3ccccc3)c(=O)c3[nH]cnc32)c1	0%	5	9%	-12%	-3	-7%	3	-6%	1%	-3
CCc1c(C)nc(N2CCN(Cc3ccc4c(c3)OCO4)CC2)[nH]c1=O	-4%	-7	-56%[inhibitor]	-4%	1	2%	3	-9%	0%	·
NS(=O)(=O)c1cccc(NC(=O)COC(=O)CSCc2ccccc2)c1	·	5	28%	6%	·	-1%	·	·	·	10
CC(C)NC(=O)c1ccc2c(c1)N(CC(=O)N1CCOCC1)C(=O)C(C)(C)O2	9%	0	-12%	5%	1	1%	2	-7%	2%	-4
Cc1c(Cl)cccc1NC(=S)NC1CCCC1	-4%	-10	-24%	2%	?	2%	4	-3%	6%	2
O=C(CCN1C(=O)/C(=C/c2ccccc2F)SC1=S)NCCc1ccc(O)cc1	20%	-6	-20%	2%	15	-7%	·	-5%	7%	9
COc1ccccc1-c1nc(SCC(=O)NCC2CCCO2)c2c(=O)n(C)c(=O)n(C)c2n1 (stereo not given)	11%	·	·	4%	-8	·	1	8%	-1%	·
CCOC(=O)C1(CCOC)CCN(Cc2ccc(COC)o2)CC1	0%	0	18%	10%	-4	3%	-1	-9%	3%	3
Clc1ccccc1CN1CCN(/N=C/c2ccncc2)CC1	6%	-2	-10%	-1%	-1	4%	3	2%	0%	2
O=C(Nc1ccc2c(c1)OCCO2)c1ccc(Cl)cc1Cl	2%	-10	7%	35%	14	-1%	1	-5%	3%	-8
O=C(COc1coc(CN2CCN(c3ccccc3F)CC2)cc1=O)NC1CCCCC1	·	-4	-36%	17%	-2	-2%	·	·	·	-7
O=C1OC(OC(=O)c2ccccc2Br)C(N2CCOCC2)=C1Cl (stereo not given)	84%[activator]	-10	5%	-1%	-2	5%	-1	·	2%	-2
O=C(CCN1CCN(c2ccccn2)CC1)Nc1ccc(F)cc1	-14%	33	-8%	-7%	-1	0%	2	11%	-1%	3

Nothing new here: an excerpt of the list.
SMILES	MLL CXXC-DNA inh	KCNH2 3.1 block	Integrin act MD	AT treatment	TRPV1 ag	S-ASM inh	Coupling enz	MBNL1-CUG inh	GALK inhibitor	hERG WT inh
O=C(Cn1nnc(-c2ccccc2)n1)Nc1ccccc1N1CCOCC1	1%	4	-18%	-2%	0	-2%	0	-6%	2%	8
CC1=C(C#N)C(NC(=O)C2CCCCC2)(C(F)(F)F)C(=O)N1 (stereo not given)	2%	6	27%[7.66 µM]	-2%	1	2%	-1	2%	0%	14
COc1ccccc1NC(=O)c1cc2ccccc2o/c1=N\O	4%	-3	-27%	-8%	16	-5%	-1	15%	1%	-2

Next section.
SMILES	MLL CXXC-DNA inh	KCNH2 3.1 block	Integrin act MD	AT treatment	TRPV1 ag	S-ASM inh	Coupling enz	MBNL1-CUG inh	GALK inhibitor	hERG WT inh
Cc1cc(C(=O)NCCC(c2ccccc2)c2ccccc2)c(C)o1	12%	3	-28%	3%	?	-3%	-1	-4%	-4%	14
COc1ccccc1OCC(=O)NC1CC(C)(C)NC(C)(C)C1	-11%	-8	16%	2%	1	1%	2	0%	1%	-6
CCOc1ccc(NC(=O)CN(C)C(=O)CC2CCCCC2)cc1OCC	·	-11	14%	2%	0	-1%	·	·	·	-4
CC(C)(C)NC(=O)CSc1nnc(NC(=O)CCn2cnc3ccccc3c2=O)s1	4%	4	20%	3%	-2	5%	4	-6%	0%	-5
CC1=C(C#N)c2nc(N)c(C#N)c(C)c2/C1=C\c1ccc(OCC(=O)O)c(Cl)c1	-7%	17	-4%	-4%	-2	23%	-12	·	-13%	0
O=C(NCC(=O)N1CCCC(C(F)(F)F)C1)c1ccc2ccccc2c1 (stereo not given)	·	1	30%	-5%	16	-2%	·	·	·	6
O=C1c2ccccc2C(=O)N1Cc1ccccc1F	15%	-5	-13%	3%	11	-1%	2	-5%	0%	-2
CCc1ccc[n+](-c2[nH]c(=O)sc2/C=N/NC([S-])=Nc2ccccc2)c1	-6%	2	-7%	-4%	1	-3%	0	?	1%	0
OCCNc1nc(Nc2ccc(Cl)c(Cl)c2)nc2ccccc12	?	-15	-78%[inhibitor]	2%	15	-7%	2	-8%	-10%	-3
O=S(=O)(NNC(=S)NCC1CCCO1)c1cc(Cl)ccc1Cl (stereo not given)	4%	·	0%	-1%	4	2%	·	1%	0%	-4
O=C1CC2(CCCC2)CC(=O)N1c1ccccc1	5%	27	-20%	-1%	1	-3%	3	-1%	1%	0
CN(C)CCCN(C(=O)c1ccc(S(=O)(=O)N2CCCc3ccccc32)cc1)c1nc2ccc(F)cc2s1	17%	·	·	-2%	16	·	1	-14%	3%	·
O=C(O)c1ccc(CNS(=O)(=O)c2ccc(Oc3ccccc3Cl)cc2)cc1	-16%	-1	-24%	4%	2	-2%	5	?	4%	-8
COc1ccc(CC(=O)N/N=C(\C)c2ccccn2)cc1	2%	2	0%	3%	0	3%	3	17%	0%	0
Cc1csc(NC(=O)CCC(=O)N(CC(=O)NC2CCCC2)Cc2ccco2)n1	-2%	-14	0%	5%	2	4%	2	-7%	0%	-3
O=C(NCc1ccccc1)c1ccc(NC(=O)C2CC2)cc1	·	-21	-19%	·	·	5%	·	·	·	-4
O=C(NC1CCCCCC1)C1CCCN1S(=O)(=O)c1cccc2cccnc12 (stereo not given)	-10%	-2	-19%	5%	0	3%	1	12%	3%	0
Cc1cc(/C=C2\SC(=O)N(C)C2=O)c(C)n1-c1cccc(C(=O)O)c1	-24%	0	-5%	1%	-3	-3%	10	?	0%	-9

An unsorted share of the library; overall some 2% were active at least once.
